Bioassay records as filed in PubChem.
FUS suppressor: qHTS for Suppressors of FUS Proteinopathy: Primary screen using FUS-linked yeast assay; AID 1347120, 2019; hit rate 0.24% among 390,000; S. cerevisiae FUS-expressing, growth rescue, OD600, 24 h; Potency, µM (series often up to 76.6 µM), for the others: at the top dose growth rescue (activation), most hits filed as activators;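 also: plate controls were DMSO vehicle for no effect and reference control for full effect; nearly all actives have a fitted effect of over 55% in size; some results filed as inactive show a strong effect at the top dose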
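FUS-expressing yeast, raffinose-pregrown, induced in 2% galactose minimal medium at OD 0.005; compounds in a dilution series, 24hr at 30C. Growth restoration read as absorbance at 600 nm. CP55940 positive control, DMSO negative.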
Abeta rescue: qHTS for compounds that reverse cellular toxicity of Amyloid beta (A-beta) peptide in yeast: Primary Screen | Potency, µM (titrated, usually from 46.1 µM), for inactives: at the highest dose growth rescue, actives largely listed as activators | AID 1347071, 2019 | yeast expressing A-beta42, growth rescue, OD600, 48 h; response scale: 0% DMSO, 100% iron-clioquinol control | hit rate 0.063% among 410,000; also: nearly all actives have a fitted effect of over 55% in size
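Yeast A-beta toxicity model in growth medium with pinned compounds, 48 h at 30 C; growth read as absorbance at 600 nm. Normalized to FeCl3/clioquinol equimolar mix (positive) and DMSO (negative).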
Active calls of the source: *; ? = inconclusive; [ ] = remark or other dose. Calls follow the shape of the dose curve; as a rule, active = well fitted activation curve with a large enough effect; inconclusive = small, poorly fitted or top-dose-only effect; inactive = no such curve, though single readings can be large or run the other way. Potency is read from the fitted curve at half-maximal effect. Some of the compounds tested, so the mix of outcomes need not match the whole.

canonical_smiles | FUS suppressor | Abeta rescue
Cc1ccc(CNC(=O)c2ccccc2NC(=O)c2nsc3ccccc23)cc1 | 1% | -20%
CCOc1cc(S(=O)(=O)NCCc2c(C)[nH]c3ccc(C)cc23)ccc1Br | 10% | 8%
CSc1nc(-c2ccccc2Cl)nc2c1Cc1c(CO)cnc(C)c1O2 | 8% | -8%
Brc1cccc(-c2nnn3c2nc(N2CCCCC2)c2ccccc23)c1 | 4% | -3%
CCCn1c(=O)c2sccc2n2c(CCCC(=O)NCc3ccccc3)nnc12 | -13% | -18%
COc1ccccc1NC(=O)C1=C(C)Nc2nc(SCc3ccccc3)nn2C1c1cccs1 (stereo not drawn) | 8% | -6%
Cc1ccc(C)c(Nc2nn3c(=O)c4cc5c(cc4nc3s2)OCO5)c1 | 2% | -9%
O=C(CSc1nc2ncccc2o1)Nc1ccc(Cl)cc1F | -7% | -19%
CCN(CC)S(=O)(=O)c1ccc(OC)c(NC(=O)c2sc3ccccc3c2Cl)c1 | 3% | -16%
Cc1ccc(CNC(=O)Cn2c(=O)cc(C(F)(F)F)c3c(C)nn(C)c32)cc1 | -17% | -3%
CCC(C)NC(=O)C1CCN(S(=O)(=O)c2ccc3c(c2)CCCN3C(C)=O)CC1 (stereo not drawn) | -8% | 22%
Cc1cc(Nc2ccc(Br)c(C)c2)n2nc(-c3ccco3)nc2n1 | -1% | 0%
COc1cc(NC(=O)C(CC(C)C)NS(=O)(=O)c2ccc3c(c2)CCCC(=O)N3)cc(OC)c1 (stereo not drawn) | 7% | -15%
Cc1ccc(CN2CCN(C3CCN(C(=O)OC(C)(C)C)CC3)C(=O)C2=O)cc1 | 21% | -5%
COc1ccc(CN(Cc2ccco2)c2cnc(S(C)(=O)=O)nc2C(=O)Nc2ccc(C)c(C)c2)cc1 | ? | -9%
CCOC(=O)c1c(-c2ccc(OC)c(OC)c2)csc1NC(=O)c1ccc(C)cc1 | 0% | -10%

By substructure: the entries above with bromine
canonical_smiles | FUS suppressor | Abeta rescue
CCOc1cc(S(=O)(=O)NCCc2c(C)[nH]c3ccc(C)cc23)ccc1Br | 10% | 8%
Brc1cccc(-c2nnn3c2nc(N2CCCCC2)c2ccccc23)c1 | 4% | -3%
Cc1cc(Nc2ccc(Br)c(C)c2)n2nc(-c3ccco3)nc2n1 | -1% | 0%

Continued:
canonical_smiles | FUS suppressor | Abeta rescue
Cc1cc(C)n2nc(NCc3ccccc3Cl)nc2n1 | -6% | 1%
Clc1cccc(CSc2ccc(-c3cccs3)nn2)c1 | 6% | -23%
CCOc1ccc(C(=O)Nc2ccc3nc(Nc4cccc(C(F)(F)F)c4)cc(C)c3c2)cc1OCC | -9% | 10%
CC(C)(C)c1ccc(C(=O)NC2=NC(c3cccc(F)c3)CC(=O)N2)cc1 (stereo not drawn) | 4% | 23%
CCOc1ccc(-c2nc(SCC(=O)NC3CCCC3)c(-c3ccccc3)[nH]2)cc1OC | 21% | -4%
Cc1ccc(NC(=O)Cn2cc(S(=O)(=O)N3CCN(c4ccccc4F)CC3)c3ccccc3c2=O)cc1F | 12% | -5%
COc1cccc(Cn2cnc3c2c(=O)n(C)c(=O)n3C)c1 | 19% | 2%
COc1ccc(-c2cc(C(C)=O)c(C)n2CCC(=O)Nc2ccc(C(F)(F)F)cc2)cc1 | 17% | 4%
CCC(=O)N1CCc2cc(CNC(=O)c3ccc(OC)cc3)ccc21 | 14% | -8%
Cc1cccc(N2CCN(C(=O)CCCn3ncn4c(cc5occc54)c3=O)CC2)c1C | 9% | -29%
COc1ccc(OC)c(NC(=O)C(NS(=O)(=O)c2ccc3c(c2)CCCC(=O)N3)C(C)C)c1 (stereo not drawn) | 12% | -6%
CCOc1ccc(NC(=O)CSc2nnc(CNC(=O)c3c(F)cccc3Cl)o2)cc1 | -24% | -11%
CC(C)(C)NC(=O)Cn1cc(S(=O)(=O)Cc2ccccc2Cl)c2ccccc21 | 36% | 2%
COc1cccc(NC(=O)Cn2c(=O)c3cccn3c3ccc(F)cc32)c1 | -3% | -10%
COc1ccc(CCNc2ncnc3c2cnn3-c2ccc(F)cc2)cc1 | -5% | 19%
O=C(Cn1c(=O)c2cccn2c2ccc(F)cc21)N1CCN(c2ccccc2F)CC1 | 15% | -16%
CCc1ccc2nc(N(Cc3cccnc3)C(=O)c3cccs3)sc2c1 | 10% | -40%[inhibitor]
COc1cccc(NC(=O)c2sc3nc(C)c(C(=O)Nc4ccc(C)cc4C)c(-c4ccc(C)o4)c3c2N)c1 | 21% | -2%
Fc1ccc(-c2ccc(CNCCSc3nnnn3-c3ccccc3)o2)cc1 | 5% | 1%
Cc1cc(N2CCN(C)CC2)nc2ccc(NC(=O)Nc3ccccc3)cc12 | -4% | -3%
CC1CCN(C(=O)CSc2nc(-c3ccc(F)cc3)cc(C(F)(F)F)n2)CC1 | 15% | -2%
CCCCOC(=O)c1ccc(Nc2nnc(-n3nc(C)cc3C)c3ccccc23)cc1 | ? | -12%
COc1ccc(-n2ncc(C(=O)NCCCN3CCCCC3)c2C2CCN(C(=O)OC(C)(C)C)CC2)cc1 | 30% | -7%
COc1ccc(S(=O)(=O)c2c(SC)nn(CC(=O)Nc3cccc(C)c3C)c2N)cc1 | 30% | 4%
CC(C)(C)C1CCc2c(sc(NC(=O)Cn3nnc(-c4ccccc4Cl)n3)c2C#N)C1 (stereo not drawn) | -5% | -1%
CNC(=O)c1ccc(-c2nc(CN3CCc4ccccc43)c(C)o2)cc1 | 9% | -5%
O=C(CSc1nc(=O)[nH]c2c1CCCC2)NCc1ccccc1Cl | 10% | -17%
CCc1ccc(NC(=O)c2cc3c([nH]c2=O)CC(C)(C)CC3=O)cc1 | -10% | -12%
CCCC(=O)Nc1ccc2c(c1)nc(CN1CCN(C(=O)OCC)CC1)n2C(C)C | 21% | -13%
O=C(CCC(=O)N1CC2CCCN2c2ccccc21)NCc1ccc(Cl)cc1 (stereo not drawn) | ? | 14%
Cc1c(C)n(Cc2ccccc2)c2ccc(C(=O)NCC(C)c3ccccc3)cc12 (stereo not drawn) | 44% | -6%
CCc1cccc(C)c1NC(=O)c1cc(C)nc2c1c(C)nn2-c1cccc(Cl)c1C | -8% | -6%

As entered above.
CC(C)(C)C1CCc2c(sc(NC(=O)Cn3nnc(-c4ccccc4Cl)n3)c2C#N)C1 (stereo not drawn) | FUS suppressor = -5%
CNC(=O)c1ccc(-c2nc(CN3CCc4ccccc43)c(C)o2)cc1 | FUS suppressor = 9%
O=C(CSc1nc(=O)[nH]c2c1CCCC2)NCc1ccccc1Cl | Abeta rescue = -17%
CCc1cccc(C)c1NC(=O)c1cc(C)nc2c1c(C)nn2-c1cccc(Cl)c1C | Abeta rescue = -6%
O=C(CCC(=O)N1CC2CCCN2c2ccccc21)NCc1ccc(Cl)cc1 (stereo not drawn) | Abeta rescue = 14%
CCc1ccc(NC(=O)c2cc3c([nH]c2=O)CC(C)(C)CC3=O)cc1 | Abeta rescue = -12%

(further entries)
canonical_smiles | FUS suppressor | Abeta rescue
O=C(NC1(C(F)(F)F)N=C(c2ccccc2)N(C2CCCCC2)C1=O)c1ccccc1F (stereo not drawn) | 13% | -14%
CCN(CC)S(=O)(=O)c1ccc2c(c1)N(CC(=O)N1CCN(c3cccc(C(F)(F)F)c3)CC1)C(=O)CO2 | ? | -4%
Cc1ccc(C(=O)Nc2cccc(-c3nc4cccnc4s3)c2C)cc1 | 1% | -11%
CCOC(=O)c1ccc(CN(Cc2ccc(Cl)cc2Cl)S(=O)(=O)c2cccc(Cl)c2)cc1 | 4% | 9%
COc1ccc(C2c3c(oc4ccccc4c3=O)C(=O)N2c2nc(C)c(C)s2)cc1 (stereo not drawn) | 9% | -5%
O=C(Cn1nc(-c2ccccc2)c2cnc3ccc(F)cc3c21)NC1CCCC1 | -25% | 1%
COc1ccccc1N1CCN(C(=O)C2CCN(S(=O)(=O)c3cnc[nH]3)CC2)CC1 | -12% | -10%
Cc1ccccc1C(=O)Nc1cccc(NC(=O)c2ccc(C(C)(C)C)cc2)c1 | 10% | 5%
CCN(C(=O)Cn1nnc2sc(-c3ccccc3)cc2c1=O)c1cccc(C)c1 | -1% | -3%
CCOc1cc(-c2nc(-c3ccc(-c4ccc(C)cc4)nc3OC)no2)cc(OCC)c1OCC | -9% | 4%
COc1ccc(Cn2c(C(=O)O)c(CNCc3ccc(C)o3)c3ccc(C)cc32)cc1 | 31% | 4%
CCc1ccc(CNC(=O)c2sc3ncccc3c2-n2c(C)ccc2C)cc1 | 23% | -27%
O=C(NC1CC(=O)N(c2ccc(F)cc2)C1)c1ccc2c(c1)OCO2 (stereo not drawn) | -3% | -20%
CCCOc1ccc(CNC(=O)c2ccc(C)c(-n3c(C)nc4cccnc43)c2)cc1 | 25% | -2%
COc1ccccc1CN(Cc1c(Cl)cccc1Cl)S(=O)(=O)c1ccc(Br)cc1 | 38% | -8%
CCc1nc(SCc2cc(=O)c3cc(C)ccc3[nH]2)n[nH]1 | 0% | 5%
CCC(Oc1ccccc1)C(=O)Nc1cc(-c2ccccc2F)nn1-c1ccccc1 (stereo not drawn) | 3% | -9%
Cc1cccc(NC(=O)N2CC=C(c3c[nH]c4ccccc34)CC2)c1C | 29% | -29%
Cc1cccc(-n2c(=O)c3c(c4cc(C)ccc4n3C)n(CC(=O)Nc3ccccc3C(F)(F)F)c2=O)c1 | 13% | -10%
Cc1ccc(N2C(=O)c3[nH]nc(-c4ccc(Cl)cc4)c3C2c2ccc(F)cc2)cc1 (stereo not drawn) | ? | 3%
CCCCNC(=O)CCCN1C(=O)c2ccccc2Sc2ncccc21 | -24% | -5%
O=C(CSc1n[nH]c(-c2ccccc2)n1)NCCc1ccccc1 | 28% | -5%
CCOc1ccc(-c2cc(C(F)(F)F)c(C#N)c(SCC(=O)Nc3ccccc3)n2)cc1 | -7% | 3%
COc1ccc(S(=O)(=O)c2nnn(-c3cc(Cl)c(OC)cc3OC)c2C)cc1 | ? | -12%
CC(=O)N1CCc2c(sc3c2c(=O)n(-c2ccccc2Cl)c(=O)n3Cc2cccc(C)c2)C1 | ? | -7%
Cc1ccc2oc3c(c(=O)c2c1)C(c1ccccc1F)N(CCCN(C)C)C3=O (stereo not drawn) | 0% | -6%
COc1ccc2c(c1)c1c(c(=O)n(-c3ccc(OC)c(OC)c3)c(=O)n1Cc1ccc(F)cc1)n2C | -2% | 1%
O=C(NCc1ccco1)c1ccc2c(c1)N(Cc1ccccc1)C(=O)c1ccccc1S2 | 32µM* | -10%
Cc1cc(C)c(OCC(=O)N(Cc2ccco2)Cc2ccco2)c(C)c1 | 23% | -2%
CC(C)C12CN3CC(C(C)C)(CN(C1)C3c1ccc(Cl)cc1)C2=O (stereo not drawn) | -5% | 2%
CCN1CCN(c2oc(-c3ccc(COc4ccccc4C)o3)nc2C#N)CC1 | 29% | -3%
O=C(Nc1ccc(Cl)cc1)C1CCCN(S(=O)(=O)c2ccc3[nH]c(=O)ccc3c2)C1 (stereo not drawn) | 16% | -5%
COc1ccc(NC(=O)Cn2c(SCc3ccc(F)cc3)nc3cccnc32)c(OC)c1 | 11% | 23%
CCOC(=O)c1c(S(=O)(=O)N2CCC(C(=O)Nc3ccc(OCC)cc3)CC2)c(C)n(C)c1C | 21% | -2%
COc1ccc(CCNc2oc(COc3ccc(Cl)cc3)nc2C#N)cc1OC | -19% | -5%
COCCCNC(=O)c1nn(-c2ccc(C)cc2)nc1CO | -7% | -13%
CCOc1ccc(N2CC(c3nc(-c4cc(OC)c(OC)c(OC)c4)no3)CC2=O)cc1 (stereo not drawn) | 36% | -6%
Cc1ccc2oc(-c3cc(NC(=O)c4ccco4)ccc3Cl)nc2c1 | 8% | -28%
Cc1ccc(S(=O)(=O)c2[nH]c(-c3ccccc3)nc2SCC(N)=O)cc1 | -8% | -6%
CCCCNC(=O)CSc1c2c(nc3ccc(Cl)cc13)CCCC2 | 32% | -2%
COc1ccc(C(=O)n2nc(N)c3cc4ccc(C)cc4nc32)cc1OC | -2% | -1%
CCN(CC)CCCNc1cc(-c2ccccc2)nc(C)n1 | 9% | -2%
Cc1ccc(-c2nc3ccccc3s2)cc1NC(=O)COc1ccccc1 | 9% | -1%
CN(C(=O)CSc1cn(CC(=O)N2CCCCCC2)c2ccccc12)c1ccccc1 | 30% | -11%
CCN(c1ncnc2c1cnn2-c1cccc(Cl)c1)C1CCCCC1 | 5% | -3%
Cc1ccc2c(c1)sc1nc(-c3cc4ccccc4oc3=O)cn12 | -12% | -8%
CC1CCN(S(=O)(=O)c2ccc3c(c2)N(CC(=O)NCc2ccccc2Cl)C(=O)CS3)CC1 | ? | -15%
CC(C)S(=O)(=O)c1oc(-c2ccc(F)cc2)nc1S(=O)(=O)c1ccc(F)cc1 | -16% | -9%
CCOC(=O)N1CCc2c(sc3c2c(=O)n(-c2ccc(CC)cc2)c(=O)n3Cc2cccc(Cl)c2)C1 | -8% | -1%
COCCCNC(=O)CCCN1C(=O)CCn2nc(-c3cccn3C)cc21 | -8% | 4%
COc1cccc(C(=O)N2c3ccc(C)cc3C(C)(c3ccccc3)CC2(C)C)c1 (stereo not drawn) | 11% | 0%
